RAD54 inh – blocks human RAD54 Holliday junction branch migration | FAM/BHQ fluorescence | Q92698 | AID 602329 | inhibition, % at 10.4 µM | hit rate 0.14% among 360,000;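 active means mean normalized replicate activity at least 40 and at least half of replicates scoring 40 or more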;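 further: 0% = median of neutral control wells and 100% = median of positive control wells; inhibitors cause a drop in the FAM fluorescence signal; in these data hits start at about 50%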
Target sequence (Q92698 whole entry, looked up): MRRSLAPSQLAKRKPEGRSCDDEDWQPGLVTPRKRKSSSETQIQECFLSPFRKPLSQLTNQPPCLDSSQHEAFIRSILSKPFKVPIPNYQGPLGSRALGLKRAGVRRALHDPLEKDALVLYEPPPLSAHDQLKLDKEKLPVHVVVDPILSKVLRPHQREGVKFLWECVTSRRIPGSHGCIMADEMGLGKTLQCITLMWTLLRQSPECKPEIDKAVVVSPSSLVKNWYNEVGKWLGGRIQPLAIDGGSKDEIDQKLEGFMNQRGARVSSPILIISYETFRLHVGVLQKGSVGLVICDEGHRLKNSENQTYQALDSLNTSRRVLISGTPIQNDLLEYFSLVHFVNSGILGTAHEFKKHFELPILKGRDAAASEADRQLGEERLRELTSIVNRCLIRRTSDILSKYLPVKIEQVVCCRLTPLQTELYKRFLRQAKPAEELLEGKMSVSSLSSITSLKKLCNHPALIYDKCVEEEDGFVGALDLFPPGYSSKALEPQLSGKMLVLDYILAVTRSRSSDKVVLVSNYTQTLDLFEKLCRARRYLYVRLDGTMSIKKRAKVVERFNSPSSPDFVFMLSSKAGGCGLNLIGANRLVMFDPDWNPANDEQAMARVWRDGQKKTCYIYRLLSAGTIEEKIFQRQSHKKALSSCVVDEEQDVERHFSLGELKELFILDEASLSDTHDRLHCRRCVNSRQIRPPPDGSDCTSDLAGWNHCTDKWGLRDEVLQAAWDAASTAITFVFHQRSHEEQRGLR
Casp6 inh – inhibitors of human caspase-6; inhibition, % at 12.5 µM; P55212; purified caspase-6, Z-VEID-R110 cleavage fluorescence; hit rate 0.53% among 350,000;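 active means mean inhibition across replicates at least about 35%, with every replicate also reaching that limit, limit read from the data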;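 further: 0% = median of neutral control wells and 100% = no fluorescence left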
Target sequence (P55212 24-179 limits assumed): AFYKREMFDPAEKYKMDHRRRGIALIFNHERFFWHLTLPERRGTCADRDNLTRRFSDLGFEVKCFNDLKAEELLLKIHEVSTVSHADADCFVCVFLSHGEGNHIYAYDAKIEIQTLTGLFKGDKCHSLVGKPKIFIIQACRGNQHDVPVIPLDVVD
Target sequence (P55212 194-293 limits assumed): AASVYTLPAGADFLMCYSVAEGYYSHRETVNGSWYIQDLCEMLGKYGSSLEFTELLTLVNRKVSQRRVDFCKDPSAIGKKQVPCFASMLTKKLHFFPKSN
RAD52 anneal inh – inhibitors of human RAD52 DNA annealing. recombinant RAD52 DNA annealing, FRET fluorescence. hit rate 0.46% among 360,000. P43351. inhibition, % at 18.7 µM. AID 651710;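 active means every replicate showing at least 50% inhibition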
Xi reactivation – X-chromosome reactivation activator | activation, % at 7.58 µM | XiGFP mouse fibroblasts, % GFP-positive cells imaging, 3 d; cells co-treated with 5-aza-dC sensitizer; scaled so ellipticine positive control = 100% | hit rate 0.055% among 360,000;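 active means mean normalized replicate activation at least 10% and every replicate at or above 10%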;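 further: 0% = median of on-plate neutral control wells and 100% = ellipticine 6 µM median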
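material = 68-5-11 XiGFP fibroblast line | medium = DMEM plus 5-aza-dC sensitizer | schedule = 3 days compound exposure | benchmarks = positive control ellipticine, 6 µM final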
GSIS activator – GLuc luminescence reporter in INS-1E cells, primary screen for activators of glucose-dependent secretion of insulin. INS-1E GLuc reporter insulin secretion, 2-3 h. activation, % at 16.6 µM. hit rate 0.61% among 370,000;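 active means lowest replicate activation of at least 40%, so every replicate reaches that level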;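 further: 0% = median of neutral control wells and 100% = median of IBMX positive control wells; some compounds called inactive have numbers as strong as hits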
DENV2 CPE rescue – inhibitors of DENV2 cytopathic effect. DENV2-infected cells, cytopathic effect rescue, plate reader. CPE inhibition, % at 9.99 µM. hit rate 1.7% among 350,000; in the data active means CPE inhibition above about 20%, passing the limit was not always enough; tested in BHK-21 cells;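 further: 0% = median of neutral control wells and 100% = median of positive control wells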
E-sel inducer – E-selectin induction on HUVECs; P16581; hit rate 0.37% among 260,000; activation, % at 7.58 µM; HUVEC E-selectin immunofluorescence imaging; normalized: neutral wells 0, TNF-alpha wells 100;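 active means mean E-selectin-positive cell signal at least 10% of the positive control, reached in at least 60% of replicates, without over 20% cell loss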;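 further: in these data hits start at about 27%; measured in HUVEC primary endothelial cells; signal is the percent of cells scored E-selectin positive by PE staining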
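System: HUVEC, human umbilical vein endothelial cells; quantity: 3,000 cells/well; buffer or medium: EGM-2 medium, gelatin-coated wells; dosing: single-point compound dose; detection: immunofluorescence imaging; evaluation: % PE-positive cells; benchmarks: TNF-alpha, DMSO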
CFTR F508del cor – CFTR F508del correction in bronchial cells. activity (quench increase), % at 7.58 µM. hit rate 0.36% among 350,000. AID 720511. CFBE cells, YFP halide quenching; stimulated with forskolin plus potentiator P3; % fluorescence drop versus neutral controls;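 active means mean added fluorescence quench of at least 8% versus neutral control, with both replicates also reaching 8%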;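 further: cells transiently co-express mutant CFTR-F508del with the halide-sensitive YFP; corrector assay measuring rescue of mutant channel to the surface after 24 h compound exposure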
An asterisk follows results filed as active. Compounds were not picked by outcome (roughly 3.7% active in at least one column).

How did COc1ccc(CSC2=NCCN2)cc1Br do in these assays?
RAD54 inh: -4.1; Casp6 inh: -2.3; RAD52 anneal inh: 4.9; Xi reactivation: 0.0; GSIS activator: 23.4; DENV2 CPE rescue: 4.1; E-sel inducer: 0.1; CFTR F508del cor: 2.2

How did COc1ccc(C#Cc2ccc([C@@H]3[C@@H](CO)N4C(=O)CN(C(=O)c5ccc(F)cc5)C[C@H]34)cc2)cc1 do in these assays?
Casp6 inh: -2.3; RAD52 anneal inh: -17.5; Xi reactivation: 0.0; GSIS activator: -11.9; DENV2 CPE rescue: -5.6; E-sel inducer: -0.1; CFTR F508del cor: 3.1

What do the screens show for `O=C1C=C(c2ccc(C(=O)O)cc2)C[C@@H](c2ccc3c(c2)OCO3)C1`?
RAD54 inh: 3.4; Casp6 inh: 2.9; RAD52 anneal inh: -59.7; Xi reactivation: -0.1; GSIS activator: 56.9; DENV2 CPE rescue: -15.2; E-sel inducer: 0.1; CFTR F508del cor: 3.0

How did Clc1ccc(N2CCN(Cc3ccco3)CC2)cc1 do in these assays?
RAD54 inh: 3.7; Casp6 inh: 2.9; RAD52 anneal inh: -18.1; Xi reactivation: 0.0; GSIS activator: -5.9; DENV2 CPE rescue: 11.7; E-sel inducer: 3.1; CFTR F508del cor: 0.5

How did Cc1cc(-c2nnc(SCC(=O)Nc3ccc(F)cc3)n2N)n[nH]1 do in these assays?
RAD54 inh: 6.7; Casp6 inh: 3.0; RAD52 anneal inh: -6.0; Xi reactivation: 0.4; GSIS activator: 11.5; DENV2 CPE rescue: 0.4; CFTR F508del cor: -0.2

How did COc1ccc(CNC(=O)Cn2cc(C(F)(F)F)ccc2=O)cc1OC do in these assays?
RAD54 inh: -6.6; Casp6 inh: 1.8; RAD52 anneal inh: 11.0; Xi reactivation: 0.0; GSIS activator: 5.6; DENV2 CPE rescue: -1.0; CFTR F508del cor: -2.1

How did O=C(Nc1nccs1)C1CCCN1/C=C/C(=O)C(F)(F)F (configuration not stated) do in these assays?
RAD54 inh: -2.5; Casp6 inh: -3.8; RAD52 anneal inh: -4.7; Xi reactivation: 0.0; DENV2 CPE rescue: 2.9; CFTR F508del cor: 1.1

What do the screens show for `CCCC(=O)Nc1c(-c2ccccc2)c(=O)c(C)nn1-c1ccccc1`?
Casp6 inh: 0.9; RAD52 anneal inh: -0.7; Xi reactivation: 0.0; GSIS activator: 10.2; DENV2 CPE rescue: -0.3; E-sel inducer: -0.2; CFTR F508del cor: -33.4

What do the screens show for `CC(C)C[C@H](NC(=O)c1[nH]cnc1C(=O)N[C@@H](Cc1ccccc1)C(=O)OCc1ccccc1)C(=O)OC(C)(C)C`?
RAD54 inh: 3.2; Casp6 inh: 5.0; RAD52 anneal inh: -2.5; Xi reactivation: 0.0; DENV2 CPE rescue: -11.5; CFTR F508del cor: -0.1

What do the screens show for `CCN1CCN(CC(=O)N2N=CCC2c2ccccc2)CC1` (configuration not stated)?
RAD54 inh: 2.8; Casp6 inh: -1.3; RAD52 anneal inh: -5.7; Xi reactivation: 0.0; DENV2 CPE rescue: 9.8; CFTR F508del cor: -0.7

How did Cc1ccc(C(=O)N(CC(=O)NC2CCCC2)c2ccc(F)cc2)s1 do in these assays?
RAD54 inh: -6.0; Casp6 inh: -2.5; RAD52 anneal inh: -3.6; Xi reactivation: 0.3; GSIS activator: -1.0; DENV2 CPE rescue: -2.4; E-sel inducer: -0.1; CFTR F508del cor: 1.5

What do the screens show for `N#Cc1ccc(-c2nc3ccc(Br)cn3c2Cc2ccccc2)cc1`?
RAD54 inh: 12.9; Casp6 inh: 2.2; RAD52 anneal inh: -25.1; Xi reactivation: 0.0; GSIS activator: -4.6; DENV2 CPE rescue: -1.0; E-sel inducer: 0.0; CFTR F508del cor: 0.0

How did Cc1cc(=O)[nH]c(-c2ccccc2O)n1 do in these assays?
RAD54 inh: 0.9; Casp6 inh: 0.0; RAD52 anneal inh: -0.7; GSIS activator: 6.6; DENV2 CPE rescue: -5.2; CFTR F508del cor: -0.1

What do the screens show for `COCC1CCN(C(=O)c2ccc3oc(Cc4ccc(Cl)cc4)nc3c2)C1` (configuration not stated)?
RAD54 inh: 2.2; Casp6 inh: 0.5; RAD52 anneal inh: 3.2; Xi reactivation: 0.0; GSIS activator: -10.0; DENV2 CPE rescue: -3.5; CFTR F508del cor: -0.5

What do the screens show for `CC(C)[C@H](NC(=O)OC(C)(C)C)C(=O)N/N=C/c1cccc2nccnc12`?
RAD54 inh: -4.4; Casp6 inh: -6.8; RAD52 anneal inh: -7.8; GSIS activator: 21.5; CFTR F508del cor: -0.2

Results for CCC(C(=O)OC)n1cnc2c(nnn2-c2ccc(F)cc2)c1=O (configuration not stated) ?
RAD54 inh: 1.2; Casp6 inh: -1.6; RAD52 anneal inh: -8.6; Xi reactivation: 0.0; GSIS activator: -8.1; DENV2 CPE rescue: 14.9; CFTR F508del cor: 1.4

How did CCSc1nnc(SCC(=O)N2CCN(C(=O)c3ccco3)CC2)s1 do in these assays?
RAD54 inh: 4.7; Casp6 inh: 0.8; RAD52 anneal inh: -12.0; Xi reactivation: -0.1; GSIS activator: 15.4; DENV2 CPE rescue: -2.5; E-sel inducer: -0.3; CFTR F508del cor: -0.7

How did C[C@@H]1CN([C@H](C)CO)S(=O)(=O)c2ccc(C#CC3CC3)cc2O[C@@H]1CN(C)Cc1ccc(F)cc1 do in these assays?
RAD54 inh: -12.6; Casp6 inh: -0.8; RAD52 anneal inh: -17.8; Xi reactivation: 0.6; GSIS activator: -21.8; DENV2 CPE rescue: 2.9; E-sel inducer: 0.0; CFTR F508del cor: -2.3

Results for COCCNC(=O)C[C@@H]1C[C@H]2c3cc(NC(=O)Nc4ccccc4F)ccc3O[C@H]2[C@H](CO)O1 ?
RAD54 inh: -0.2; Xi reactivation: -0.1; GSIS activator: 5.7; DENV2 CPE rescue: -5.4; E-sel inducer: 0.9; CFTR F508del cor: 1.1

What do the screens show for `Cc1ccnc(NC(=O)c2ccc([N+](=O)[O-])s2)c1`?
RAD54 inh: -8.1; Casp6 inh: 3.5; RAD52 anneal inh: -5.7; Xi reactivation: 0.0; GSIS activator: -1.5; DENV2 CPE rescue: 7.5; E-sel inducer: -0.5; CFTR F508del cor: 1.7

How did COc1ccccc1-c1cn[nH]c1-c1ccc(OCc2ccccc2F)cc1O do in these assays?
RAD54 inh: -3.8; Casp6 inh: 0.1; RAD52 anneal inh: -5.1; Xi reactivation: 1.8; GSIS activator: -18.0; DENV2 CPE rescue: -2.5; CFTR F508del cor: -0.3

How did CCN1C(=O)[C@H]2[C@@H](c3ccc(OC)cc3)N[C@]3(CCCN(Cc4ccccc4)C3=O)[C@H]2C1=O do in these assays?
RAD54 inh: 0.1; Casp6 inh: 7.8; RAD52 anneal inh: -1.9; Xi reactivation: 0.4; GSIS activator: 5.4; DENV2 CPE rescue: -4.3; E-sel inducer: -0.1; CFTR F508del cor: -2.0

How did OC[C@@H]1[C@@H](c2ccc(-c3cccc(F)c3)cc2)[C@H]2CN(CCC(F)(F)F)CCCCN12 do in these assays?
RAD54 inh: 7.0; Casp6 inh: 4.7; RAD52 anneal inh: 36.9; Xi reactivation: 0.0; GSIS activator: -13.6; DENV2 CPE rescue: 11.5; E-sel inducer: -0.3; CFTR F508del cor: -1.9

What do the screens show for `O=C(c1nc2ccc(Cl)cn2c1CN1CCCC1)N1CCc2ccccc2C1`?
RAD54 inh: -0.7; RAD52 anneal inh: -110.9; Xi reactivation: 0.1; GSIS activator: 0.6; DENV2 CPE rescue: -6.1; CFTR F508del cor: 1.9

How did CCN(CC)CCNC(=O)c1ccc(CS(=O)(=O)c2ccc(Br)cc2)o1 do in these assays?
RAD54 inh: -0.1; Casp6 inh: -28.5; RAD52 anneal inh: -3.1; Xi reactivation: 0.1; GSIS activator: 14.1; DENV2 CPE rescue: -0.2; E-sel inducer: 0.1; CFTR F508del cor: -2.1

How did CN(C)c1ccc(CNn2cnnc2)cc1 do in these assays?
RAD54 inh: 0.8; Casp6 inh: 0.6; RAD52 anneal inh: -12.9; GSIS activator: -5.8

How did COc1ccc(/C=N/NC(=O)c2ccc(CSc3nc(C)cc(C)n3)cc2)c(OC)c1OC do in these assays?
Casp6 inh: 0.9; RAD52 anneal inh: -4.1; Xi reactivation: 0.4; DENV2 CPE rescue: -3.9; E-sel inducer: -0.3

Results for CC(C)NC(=O)N(C)C[C@H]1OCCCC[C@@H](C)Oc2ccc(NC(=O)Nc3ccc(C(F)(F)F)cc3)cc2C(=O)N([C@@H](C)CO)C[C@H]1C ?
RAD54 inh: 0.6; Casp6 inh: -4.6; RAD52 anneal inh: -14.6; Xi reactivation: 0.1; GSIS activator: 10.2; DENV2 CPE rescue: -1.0; CFTR F508del cor: 4.5

What do the screens show for `Cc1ccc(S(=O)(=O)Nc2ccc3c(c2)CC(=O)N([C@@H](C)CO)C[C@@H](C)[C@@H](CN(C)S(=O)(=O)c2cn(C)cn2)O3)cc1`?
RAD54 inh: 0.7; Casp6 inh: -1.8; RAD52 anneal inh: 5.5; Xi reactivation: -1.0; GSIS activator: 18.2; DENV2 CPE rescue: 3.5; E-sel inducer: -0.2; CFTR F508del cor: -0.3

What do the screens show for `CC(C)CNC(=O)c1ccccc1NC(=O)CN(c1ccccc1)S(=O)(=O)N(C)C`?
Casp6 inh: 3.1; RAD52 anneal inh: 2.7; Xi reactivation: 0.1; GSIS activator: -1.4; DENV2 CPE rescue: -7.6; CFTR F508del cor: 1.3

How did CC(=O)CC[C@@H](C)O[C@@H]1OC(C)[C@H](O)CC1O (some centres not stated) do in these assays?
RAD54 inh: -2.1; RAD52 anneal inh: 0.8; Xi reactivation: 0.0; GSIS activator: 3.3; DENV2 CPE rescue: -5.8; E-sel inducer: 0.2; CFTR F508del cor: -4.4

Results for CCOc1ccc(C(=O)COC(=O)Cn2cnc3c2c(=O)n(C)c(=O)n3C)cc1 ?
RAD54 inh: 3.0; Casp6 inh: 4.0; RAD52 anneal inh: -26.7; Xi reactivation: 0.0; GSIS activator: 6.5; DENV2 CPE rescue: -1.9; CFTR F508del cor: -1.9

Results for O=C(CCl)N(C1CCCC1)C1CCS(=O)(=O)C1 (configuration not stated) ?
RAD54 inh: 2.6; Casp6 inh: 5.7; RAD52 anneal inh: -20.9; Xi reactivation: 0.0; GSIS activator: 9.9; DENV2 CPE rescue: 0.2; CFTR F508del cor: 0.7

How did O=C(C[C@@H]1CC[C@@H]2NC[C@H](O)COC[C@H]2O1)N1CCc2ccccc2C1 do in these assays?
RAD54 inh: -12.9; Casp6 inh: -2.0; RAD52 anneal inh: 1.7; Xi reactivation: 0.3; GSIS activator: 8.8; DENV2 CPE rescue: 6.3; E-sel inducer: -0.2; CFTR F508del cor: 1.8

Results for Nc1nc(N2CCOCC2)nc(N(c2ccccc2)c2ccccc2)n1 ?
RAD54 inh: -4.3; Casp6 inh: -1.3; RAD52 anneal inh: 8.8; Xi reactivation: -0.1; DENV2 CPE rescue: 1.4; E-sel inducer: 0.0; CFTR F508del cor: -3.6

What do the screens show for `COc1ccc(/C=C2\N=C(c3ccccc3)NNC2=O)cc1`?
RAD54 inh: -3.5; Casp6 inh: -1.6; RAD52 anneal inh: 0.8; Xi reactivation: 0.2; GSIS activator: -31.4; DENV2 CPE rescue: 2.6; E-sel inducer: -0.1; CFTR F508del cor: -0.1

Screening results as filed in PubChem BioAssay.
